Ins promoter up: MIN6 insulin promoter up-regulation. MIN6 insulin promoter-GFP reporter, high-content imaging; active compounds read high. z-score at 5 µM. actives 0.3% (n = 190,000). AID 1625;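 active means z-score above 3 at 5 µM with at least 500 cells counted in the well; inconclusive means wells under 500 cells, flagged as cytotoxic or low count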
Myeloid diff MLP: myeloid differentiation induction; ER-HoxA9 myeloid progenitors, lysozyme-GFP differentiation, flow cytometry; calls only at 10 µM; actives 1% (n = 360,000);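 active means normalized GFP-positive differentiation at or above the plate's own cutoff, the solvent-only control mean plus 3 SD; inconclusive means no clear call, values can overlap the other calls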;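 further: cells exposed to compound for four days before flow analysis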
Autophagy mod: autophagy modulation, high-content screen. AID 463193. MEF GFP-LC3 puncta imaging; test concentration mostly 10 µM. actives 0.98% (n = 190,000). calls only at 10 µM (by protocol);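 active means percentage of spot-positive cells more than 3 SD above its plate mean, without a fluorescence outlier flag or 80% toxicity; inconclusive means no clear call, values can overlap the other calls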;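 further: spot-positive cell cutoff set from DMSO-treated cells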
West Nile virus CPE: inhibition of WNV-induced cytopathic effect – cell-based, CPE readout (AID 1621) | West Nile virus-infected cells, CPE inhibition; higher % means a stronger effect | one-dose CPE inhibition, % at 10 µM; IC50 in µM for titrated hits | actives 0.02% (n = 290,000); in the data active means a potency from the dose series; inconclusive means CPE inhibition mostly from about 3.7% at the one dose, without a potency; inactive means the rest, 99 in 100 with CPE inhibition below about 2.2%; further: strong numbers were not always called active
Lipid droplet: modulators of hepatic lipid droplet formation; AML12 mouse hepatocytes, oleate lipid droplets, BODIPY imaging; inhibition, % at 6.5 µM; actives 0.4% (n = 240,000);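 active means lipid droplet intensity inhibited by at least 50%, with more than 500 cells counted; inconclusive means wells with under 300 cells, treated as cytotoxic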
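Assay system: AML12 mouse liver cells | Compound dosing: One dose, 6.5 µM compound | Read-out basis: Droplet intensity reduction, % inhibition | Measured by: Fluorescence imaging, 20x objective, two fields per well | Schedule: Overnight treatment with compound plus oleate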
T cell modulator: T cell immune modulators affecting CD8 T cell-vesicle binding | 2C CD8+ T cell-vesicle binding, flow cytometry; active compounds read low | calls only at 7 µM | actives 0.068% (n = 330,000);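 active means response, share of CD8 T cells binding vesicles, and their 90th percentile fluorescence all below set limits, cut at about 80% in these data, passing the limit was not always enough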
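Benchmarks: naked versus QL9-loaded vesicles / Assay system: purified 2C TCR transgenic mouse naive CD8+ T cells / Technique: high-throughput flow cytometry with anti-B7-1 and anti-CD8 staining / Timing: Cell–vesicle co-incubation 1.5 h at 37 °C, staining 20 min on ice / Read-out: percent CD8+ FL2 mean versus row control / Probe or stimulus: QL9-loaded Drosophila micro-vesicles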
bCat nuc transl: beta-catenin nuclear translocation modulation | HeLa beta-catenin nuclear translocation, immunofluorescence imaging | nuclear translocation activity, % at 5 µM | actives 0.3% (n = 190,000) | AID 1665;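 active means nuclear translocation activity above 50% at 5 µM, with a well cell count of 50 or more; inconclusive means wells under 50 cells across six images, flagged as toxic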;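 further: per-cell ratio of nuclear to cytoplasmic median beta-catenin stain intensity; plate controls were DMSO negative control for no effect and GSK-3 inhibitor IX positive control for full effect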
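System: Human HeLa cells, endogenous beta-catenin | Compound dosing: 5 µM primary, 0.02–20 µM confirmation | Timing: 24 h compound exposure at 37°C, 5% CO2 | Measured by: Fluorescence imaging of beta-catenin antibody stain plus DAPI | Read-out basis: % activation of per-cell nuclear versus cytoplasmic median beta-catenin signal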
MT stabilize HCS: stabilizes microtubules in HeLa cells; % tubulin-high responders, % at 10 µM; actives 0.83% (n = 200,000); HeLa tubulin immunostaining HCS, 24 h; share of cells brighter than vehicle mean+2SD;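 active means plate Z-score above 3 for both tubulin-high and condensed-nucleus cell shares, with cell loss under 80%, at 10 µM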;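 further: anti alpha tubulin signal scored within the nucleus-defined area of each cell; some results filed as inactive read as strong as hits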
WT yeast gro inh: growth inhibition of WT yeast, mitochondrial fusion screen. inhibition, % at 10 µM. actives 2.1% (n = 190,000). mitochondrial fusion phenotypic screen, WT strain; in the data active means inhibition above about 58%; tested in S. cerevisiae
WT yeast gro inh mutant strain: recorded beside WT yeast gro inh, whose call it bears; inhibition, %; mitochondrial fusion phenotypic screen, mutant strain inhibition
Ins promoter up cell count: second read-out of Ins promoter up, no call of its own (marks repeat the call); cell count; measured here: cytotoxicity, nuclei count;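 total cells summed across four imaged fields per well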
Lipid droplet cells 6.5 µM: further read-out of Lipid droplet, marked with its call; cell count; measured here: cell count, cytotoxicity flag;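 cells counted across two imaged fields per well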
bCat nuc transl cell count 5 µM: second read-out of bCat nuc transl, no call of its own (marks repeat the call); cell count; measured here: cell count, cytotoxicity flag
T cell modulator vesicle-bound %: second read-out of T cell modulator, no call of its own (marks repeat the call); double positive events, %; measured here: CD8+ vesicle-bound cell fraction;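 binding gate set so that unloaded-vesicle control wells show 10% double positive cells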
MT stabilize HCS Hoechst-high %: further read-out of MT stabilize HCS, marked with its call; % Hoechst-high responders; measured here: nuclear condensation Hoechst responders;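 share of cells brighter than vehicle mean plus two SD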
MT stabilize HCS cytotoxicity %: further read-out of MT stabilize HCS, marked with its call; toxicity, %; measured here: cytotoxicity by cell density;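 0% = mean cell density of plate MIN control wells and 100% = no cells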
Autophagy mod cell loss 18 h: recorded beside Autophagy mod, whose call it bears; toxicity, %; measured here: cell loss, nuclei count;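 cell loss after 18 h compound exposure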
Myeloid diff MLP GFP+ MAC1+ %: further read-out of Myeloid diff MLP, marked with its call; GFP+ MAC1+ double positive, %; measured here: differentiation confirmed by MAC1 staining
Active calls of the source: *; i = inactive; ? = inconclusive; / = not tested or not shown.

SMILES	Ins promoter up	Ins promoter up cell count	Myeloid diff MLP	Myeloid diff MLP GFP+ MAC1+ %	Autophagy mod	Autophagy mod cell loss 18 h	West Nile virus CPE	Lipid droplet	Lipid droplet cells 6.5 µM	T cell modulator	T cell modulator vesicle-bound %	bCat nuc transl	bCat nuc transl cell count 5 µM	MT stabilize HCS	MT stabilize HCS Hoechst-high %	MT stabilize HCS cytotoxicity %	WT yeast gro inh	WT yeast gro inh mutant strain
Cc1ncoc1C(=O)N1CCCC(CCC(=O)NCc2ccc(F)c(F)c2)C1 (stereo unspecified)	/	/	i	0.2	i	-6	0.2%	-7	712	i	51	0.6	1517	1.7	3.3	9.6	12	-1
O=C(O)c1ccccc1-n1ncc2c1/C(=C/c1ccc(Cl)cc1)CC2	-0.55	1417	/	/	/	/	0.3%	-17	721	i	26	-0.7	1067	/	/	/	/	/
O=P(c1ccccc1)(c1ccccc1)c1cc(Br)cc(Br)c1OCCO	/	/	i	0.0	/	/	-1.2%	-20	408	i	33	/	/	/	/	/	/	/
COc1ccc(CCNC(=S)NC(=O)c2ccccc2)cc1OC	-0.07	1302	i	0.9	i	12	-0.3%	/	/	i	53	0.4	1326	2.6	2.3	6.7	-11	-19
COc1ccc(Cl)cc1NC(=O)C(=O)N/N=C/c1cc(C)n(-c2ccc(C)cc2)c1C	-0.39	863	i	3.5	i	-7	-0.5%	7	776	i	55	-1.0	1182	2.6	1.6	0.2	11	-7
CCOC(=O)N1CCC(N(CCN(C)C)C(=S)Nc2cccc(SC)c2)CC1	-0.63	1177	i	0.8	i	-18	-0.2%	-3	676	i	29	2.8	1026	1.3	1.6	14	12	16
COc1ccc(CCNC(=O)C2CCN(S(=O)(=O)N3CCC(C)CC3)CC2)cc1OC	/	/	i	0.6	/	/	-0.2%	9	692	i	33	/	/	/	/	/	/	/
O=C(Oc1cccc([N+](=O)[O-])c1)c1cc(-c2ccccc2)nc2ccccc12	0.27	1494	i	3.9	i	6	-0.4%	/	/	i	11	-0.5	1339	0.9	0.7	7.6	26	-3
Cc1ccc(C(=O)N2CCC3(CC2)Oc2ccc(F)cc2C(=O)C32CC(c3cccnc3)=NO2)s1 (stereo unspecified)	0.53	925	i	1.9	/	/	0.3%	/	/	i	27	-2.1	1000	/	/	/	/	/
CCCCNC(=O)c1ccccc1C(=O)NCCCC	-0.15	1681	i	1.5	i	-1	0.2%	7	724	i	7	-1.8	1032	3.7	1.5	2.8	0	9
Cc1ccc(Cl)cc1N1CCN(C(=O)C2CCN(S(=O)(=O)c3cnc[nH]3)CC2)CC1	0.02	1245	i	1.2	i	3	1.8%	0	749	i	43	0.0	1137	4.1	2.7	4.3	-12	-2
CC(=O)c1ccc([N+](=O)[O-])c(CS(=O)(=O)c2ccccc2)c1	/	/	i	0.5	/	/	0.4%	-7	840	i	60	/	/	/	/	/	/	/
Cc1nc(Cl)c(C(=O)NCc2ccccc2)c(C)c1Cl	-0.98	1289	i	0.5	i	-5	-1.0%	3	698	i	52	-0.8	1137	2.5	2.8	0.2	10	16
CCOc1nc(C)cc(COC)c1C(N)=O	0.06	1327	i	0.3	i	-14	0.4%	1	686	i	40	-1.0	1121	2.7	3.0	2.8	0	-9
Cc1cc(F)ccc1NC(=O)c1cccnc1	0.26	1590	i	0.4	i	-8	0.5%	11	663	i	28	0.2	1031	3.2	2.5	11	-13	-5
CCOc1ccc(/C=N/NC(=O)c2ccccc2NC(=O)c2ccc(OC)cc2)cc1	-0.11	1344	i	0.6	i	2	-0.6%	20	503	i	31	1.2	1017	3.3	2.4	5.0	45	20
Cc1cc(C)n(CC(O)COc2ccccc2C)n1 (stereo unspecified)	-0.1	1533	i	0.2	i	9	0.0%	-2	692	i	44	0.6	1558	1.7	1.8	13	-5	-12
N#Cc1cc2c(N)c(C(=O)Nc3ccccc3)sc2nc1N	0.43	1814	/	/	i	13	/	3	622	i	47	-0.9	998	3.8	1.2	4.2	-18	-15
CCc1ccc(-c2cc(C)no2)cc1S(=O)(=O)NCCc1ccc(OC)c(OC)c1	/	/	?	/	/	/	0.0%	-49	755	i	41	/	/	/	/	/	/	/
Cn1ccsc1=NC(=O)c1ccc(S(=O)(=O)C(F)F)cc1	/	/	i	0.8	/	/	0.7%	10	813	i	25	/	/	/	/	/	/	/
Cc1noc(C)c1COC(=O)Cc1ccc(Br)cc1	2.5	1185	i	0.9	i	-3	-0.6%	-15	692	i	16	-0.5	989	1.0	2.2	9.2	-3	-30
N/C(=N\N=C\c1cccc(O)c1)c1nonc1N	0.03	1510	i	0.3	i	1	0.6%	16	702	i	48	0.2	859	5.4	0.8	12	-14	2
Cn1c(CNC(=O)c2ccco2)nnc1SCC(=O)Nc1ccc(Br)cc1F	0.69	1330	i	0.2	i	-3	-0.1%	/	/	i	52	/	/	6.4	3.1	7.9	-2	-8
O=C(CCN1CCN(c2ccc(Cl)cc2)CC1)Nc1nccs1	0.84	859	i	0.9	i	25	-0.2%	3	789	i	34	3.8	973	1.5	1.0	7.9	1	-21
O=c1c2ccccc2nnn1CSc1ccc2c(c1)OCCO2	-0.1	1617	i	0.3	i	2	-0.9%	/	/	i	52	-0.1	1257	1.4	1.4	10	41	6

The closing five entries of the section above come first, to join the parts.
SMILES	Ins promoter up	Ins promoter up cell count	Myeloid diff MLP	Myeloid diff MLP GFP+ MAC1+ %	Autophagy mod	Autophagy mod cell loss 18 h	West Nile virus CPE	Lipid droplet	Lipid droplet cells 6.5 µM	T cell modulator	T cell modulator vesicle-bound %	bCat nuc transl	bCat nuc transl cell count 5 µM	MT stabilize HCS	MT stabilize HCS Hoechst-high %	MT stabilize HCS cytotoxicity %	WT yeast gro inh	WT yeast gro inh mutant strain
Cc1noc(C)c1COC(=O)Cc1ccc(Br)cc1	2.5	1185	i	0.9	i	-3	-0.6%	-15	692	i	16	-0.5	989	1.0	2.2	9.2	-3	-30
N/C(=N\N=C\c1cccc(O)c1)c1nonc1N	0.03	1510	i	0.3	i	1	0.6%	16	702	i	48	0.2	859	5.4	0.8	12	-14	2
Cn1c(CNC(=O)c2ccco2)nnc1SCC(=O)Nc1ccc(Br)cc1F	0.69	1330	i	0.2	i	-3	-0.1%	/	/	i	52	/	/	6.4	3.1	7.9	-2	-8
O=C(CCN1CCN(c2ccc(Cl)cc2)CC1)Nc1nccs1	0.84	859	i	0.9	i	25	-0.2%	3	789	i	34	3.8	973	1.5	1.0	7.9	1	-21
O=c1c2ccccc2nnn1CSc1ccc2c(c1)OCCO2	-0.1	1617	i	0.3	i	2	-0.9%	/	/	i	52	-0.1	1257	1.4	1.4	10	41	6
c1ccc(C2=Nn3c(nnc3-c3n[nH]c4c3CCC4)SC2)cc1	0.77	1078	i	0.3	i	18	0.3%	/	/	i	4	0.6	1179	5.3	3.6	2.5	11	23
CCOc1cc(S(=O)(=O)NCc2ccc(OC)cc2)c(OCC)cc1-n1cnnn1	/	/	i	3.0	i	30	0.3%	8	768	i	14	/	/	5.3	2.6	6.4	8	-7
Cc1c(/C=N/n2cnnc2)c2ccccc2n1CCOc1ccccc1	0.94	1312	i	1.1	i	15	-0.9%	/	/	i	60	-1.0	877	3.5	2.5	10	-11	-6
CN1C(=O)/C(=C\C=C2/CCCN2C)N(C)C1=S	-0.3	1263	i	0.4	i	-4	0.2%	-17	734	i	61	-1.0	1005	3.3	2.2	11	-1	7
Cc1c(NC(=O)c2c([N+](=O)[O-])cnn2C)c(=O)n(-c2ccccc2)n1C	/	/	i	1.5	/	/	-0.3%	1	783	i	24	/	/	/	/	/	/	/
COc1cc(C(=S)N2CCOCC2)cc(Br)c1OS(=O)(=O)c1ccccc1	/	/	i	0.8	/	/	-1.5%	-11	858	i	62	/	/	/	/	/	/	/
COc1ccc(N2CCCC2)c(NC(=O)COc2ccccc2)c1	/	/	i	4.3	/	/	-0.6%	-6	746	i	18	/	/	/	/	/	/	/
Cc1ccc(Cn2nnc3c(=O)[nH]c(C4CCN(S(=O)(=O)c5cc(C)ccc5C)CC4)nc32)cc1	0.11	1718	i	1.0	i	2	-0.5%	/	/	i	58	1.0	1277	4.8	3.3	3.1	-6	-5
CCN(CC)C(=O)c1ccc(COc2ccccc2Br)o1	-0.33	1078	i	0.4	i	3	-0.2%	/	/	i	57	-0.8	1409	2.9	3.0	1.4	12	27
Cc1ccc(NC(=O)Cc2cn3ccsc3n2)nc1	-0.14	1216	i	0.9	i	-6	1.5%	0	772	i	7	-1.9	1210	2.3	1.6	7.4	-8	20
CC1C(c2ccccc2)=NNc2nc3c(c(=O)n(C)c(=O)n3C)n21 (stereo unspecified)	-0.61	1002	/	/	/	/	-0.4%	-1	698	i	42	1.1	1306	/	/	/	/	/
Cc1cc(C)nc(SCC(=O)Nn2cnnc2)n1	0.55	1293	i	0.6	i	-6	/	/	/	i	31	-4.0	912	2.7	2.8	5.0	12	19
CCn1cc(C(=O)NCCN(CC(C)C)CC(C)C)c(=O)c2cc(S(=O)(=O)N3CCOCC3)ccc21	/	/	i	7.4	/	/	-0.4%	-26	682	i	13	/	/	/	/	/	/	/
CN1C(=O)C2C(c3ccc(N(C)C)cc3)=NN(Cc3ccccc3)C2C1=O (stereo unspecified)	0.31	1109	i	0.3	i	18	-0.4%	-2	626	i	38	-0.8	1058	3.9	2.0	9.6	-38	-16
